Large T inhibition: SV40 large T antigen inhibitors, biochemical (AID 1903); one-dose inhibition, % at 20 µM; IC50 in µM for titrated hits; actives 0.39% (n = 310,000); SV40 large T antigen ATPase/helicase inhibition assay; higher % means a stronger effect; in the data active = a potency from the dose series; inconclusive = inhibition mostly from about 32% at the one dose, without a potency; inactive = the rest, 99 in 100 with inhibition below about 32%; note: strong numbers were not always called active
K1F lysis inhibition: inhibition of K1F phage lysis, E. coli UTI89, bacterial capsule biogenesis inhibitors, alamar blue (AID 488966); actives 0.02% (n = 340,000); one-dose inhibition, % at 100 µM; IC50 in µM for titrated hits; E. coli UTI89 K1F phage lysis, alamar blue, 2 h; higher % means a stronger effect;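 active = phage lysis inhibition, versus mean bacterial control, above a set limit; inconclusive = no clear call, values can overlap the other calls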;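 note: capsule biogenesis inhibitors block K1F phage lysis so surviving cells raise fluorescence; higher fluorescence means more inhibition of phage lysis; actives were called in the ten point dose series up to 300 µM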
Salmonella PhoP GFP: inhibitors of PhoP regulon expression, primary screen, Salmonella Typhimurium, GFP reporter (AID 1863); S. Typhimurium PhoP-regulated promoter GFP reporter, 4 h; higher % means a stronger effect; inhibition, % at 50 µM, or IC50 in µM where a hit was titrated; actives 0.16% (n = 300,000);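 active = inhibition over 29.93%, a cutoff 3 SD above the screen mean, later confirmed by dose response; inconclusive = inhibition over 29.93% but no dose response follow-up; inactive = inhibition at most 29.93% or unconfirmed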;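 note: 0% = low Mg2+ inducing control and 100% = high Mg2+ repressing control; strong numbers were not always called active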
TNAP activation fold: human TNAP enzyme activators, primary screen, biochemical, luminescent, no phosphate acceptor, uHTS (AID 1001) | purified TNAP, luminescent activation assay, no phosphate acceptor; higher activation fold means a stronger effect | activation fold at 20 µM; hits with a dose series show EC50 in µM | actives 0.03% (n = 200,000); in the data active = activation fold from about 3, or a potency from the dose series; inactive = the rest, 99 in 100 with activation fold below about 1.6; note: many of its hits are not listed in these tables
Rac1 GTP hydrolysis: MgcRacGAP GTPase-activating activity inhibitors, confirmation, biochemical, ADP Hunter fluorescence. Rac GTPase-activating protein 1 (Homo sapiens). MgcRacGAP-stimulated Rac1 GTP hydrolysis, ADP Hunter fluorescence; higher % means a stronger effect; GST-tagged Rac1 F28L mutant substrate. inhibition, % at 30 µM, or IC50 in µM where a hit was titrated. actives 0.6% (n = 340,000);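 active = first-screen hits whose inhibition reached a set limit at any dose in the follow-up dose series; inconclusive = inhibition above the set first-screen limit but never retested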;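 note: fluorescence reports GDP produced by GAP-driven GTP hydrolysis; strong numbers were not always called active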
NTR1 agonist: agonists of NTR1, primary screen, imaging, U2OS cells, beta-arrestin-GFP, high content (AID 493036) | Neurotensin receptor type 1 (Homo sapiens), P30989 | NTR1-U2OS beta-arrestin-GFP spot imaging, agonist mode | actives 0.17% (n = 330,000) | activation, % at 20 µM;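 active = activation at or above 40% of the spot to cytoplasm intensity ratio, with at least 20 cells analyzed; inconclusive = wells under 20 cells, flagged as cytotoxic or low count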;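 note: 0% = DMSO without peptide and 100% = 100 nM NTR1 peptide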
Target sequence (P30989 whole entry, looked up): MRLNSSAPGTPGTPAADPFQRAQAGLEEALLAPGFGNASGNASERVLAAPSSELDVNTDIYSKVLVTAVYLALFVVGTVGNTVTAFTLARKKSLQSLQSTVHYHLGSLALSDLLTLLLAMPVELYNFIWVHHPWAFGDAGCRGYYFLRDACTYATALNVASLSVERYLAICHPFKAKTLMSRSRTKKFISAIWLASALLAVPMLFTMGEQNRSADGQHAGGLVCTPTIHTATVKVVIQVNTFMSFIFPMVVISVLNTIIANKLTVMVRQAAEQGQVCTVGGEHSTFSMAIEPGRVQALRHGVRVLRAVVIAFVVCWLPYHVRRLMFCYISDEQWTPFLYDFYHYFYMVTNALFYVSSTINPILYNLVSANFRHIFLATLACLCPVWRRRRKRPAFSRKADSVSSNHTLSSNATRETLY
Myeloid diff MLP: induction of myeloid progenitor differentiation, primary screen, cell-based, flow cytometry, MLPCN library; actives 1% (n = 360,000); ER-HoxA9 myeloid progenitors, lysozyme-GFP differentiation; calls only at 10 µM;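 active = normalized GFP-positive differentiation at or above the plate's own cutoff, the solvent-only control mean plus 3 SD; inconclusive = no clear call, values can overlap the other calls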;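 note: cells exposed to compound for four days before flow analysis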
T cell modulator: modulators of CD8 T cell-vesicle binding, primary screen, mouse 2C CD8+ T cells, flow cytometry; 2C CD8+ T cell-vesicle binding; hits give low values; calls only at 7 µM; actives 0.068% (n = 330,000);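 active = response, share of CD8 T cells binding vesicles, and their 90th percentile fluorescence all below set limits, cut at about 80% in these data, passing the limit was not always enough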
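incubation = binding step 1.5 h, 37 °C, antibody labelling 20 min, ice | test system = 2C mouse CD8+ T cells | read-out basis = percent CD8+ FL2 mean versus row control | controls = Peptide-free naked vesicles (low) and QL9 vesicles with 0.7% DMSO vehicle (high) | detection = flow cytometry of vesicle-bound cells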
RSV antiviral HEp-2: RSV antiviral activity via CPE protection, HEp-2 cells, primary 10 µM value included (AID 2391); one-dose CPE inhibition, % at 10 µM; IC50 in µM for titrated hits; HEp-2 cells, RSV-induced CPE inhibition; higher % means a stronger effect; actives 0.13% (n = 310,000); in the data active = a potency from the dose series; inconclusive = CPE inhibition mostly from about 23% at the one dose, without a potency; inactive = the rest, 99 in 100 with CPE inhibition below about 21%; note: strong numbers were not always called active
T cell modulator vesicle-bound %: second read-out of T cell modulator, no call of its own (marks repeat the call); double positive events, %; measured here: CD8+ vesicle-bound cell fraction;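 binding gate set so that unloaded-vesicle control wells show 10% double positive cells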
NTR1 agonist cell count 20 µM: recorded beside NTR1 agonist, whose call it bears; cell count; measured here: cell count, cytotoxicity flag
Myeloid diff MLP GFP+ MAC1+ %: recorded beside Myeloid diff MLP, whose call it bears; GFP+ MAC1+ double positive, %; measured here: differentiation confirmed by MAC1 staining
* marks the source's active call; other numbers are inactive results; i = inactive; ? = inconclusive; nt = not tested or not shown; + = active, no number; [ ] = dose if it differs, or a comment.

SMILES	Large T inhibition	K1F lysis inhibition	Salmonella PhoP GFP	TNAP activation fold	Rac1 GTP hydrolysis	NTR1 agonist	NTR1 agonist cell count 20 µM	Myeloid diff MLP	Myeloid diff MLP GFP+ MAC1+ %	T cell modulator	T cell modulator vesicle-bound %	RSV antiviral HEp-2
COc1ccc(CCNC(=O)COC(=O)/C=C/c2cc(OC)ccc2OC)cc1	nt	0.0%[50 µM]	nt	nt	3.9%	2.6	38	i	0.3	i	24.3	nt
O=C(CCc1nnc(COc2ccccc2)o1)NCc1ccc(Cl)s1	3.6%	-0.1%	-5.7%	1.1	-7.3%	-1.5	43	i	0.7	i	16.2	-0.1%
FC(F)(F)c1ccc(N2CCN(c3ncnc4c3nnn4Cc3ccccc3Cl)CC2)cc1	0.7%	0.4%	3.6%	1	11.5%	3.2	50	i	1.0	i	24.2	7.3%
O=[N+]([O-])c1cccnc1S(=O)(=O)c1ccccc1	3.6%	0.0%	6.9%	nt	-4.0%	17.0	93	?	nt	i	2.4	-2.5%
CCN(C(=O)COC(=O)c1cc(Cl)ccc1OC)c1c(N)n(Cc2ccccc2)c(=O)[nH]c1=O	nt	-0.7%	nt	nt	5.0%	-3.3	63	i	0.5	i	45.8	0.8%
COc1ccc(CCNC(=O)C2CC(c3cc(C(F)(F)F)cc(C(F)(F)F)c3)=NO2)cc1 (centres undefined)	11.7%	3.2%	2.8%	nt	8.3%	0.5	86	i	1.3	i	57.7	-0.1%
N#C/C(=N/O)c1nc(-c2ccc(F)cc2)cs1	13.7%	1.9%[50 µM]	-4.7%	1	7.9%	-0.6	79	i	0.4	i	24.8	13.4%
COc1c(C)cc(C(=O)C2CCCN(C(=O)c3cccc(F)c3)C2)cc1C (centres undefined)	8.2%	0.0%	-6.8%	1	6.8%	-1.5	44	i	0.8	i	22.9	7.2%
CCOC(=O)c1c(NC(=O)CN(CC)CC)sc2c1CCN(C(=O)OCC)C2	1.9%	-0.6%	2.8%	1.1	7.1%	8.4	47	i	8.5	i	11.4	4.6%
N#Cc1nc(-c2ccccc2F)oc1NCc1ccccc1	-1.0%	-1.8%	9.6%	1.1	3.2%	0.0	56	i	1.5	i	25.5	2.4%
CCc1ccc(NCc2nc3ccccc3c(=O)[nH]2)cc1	6.6%	0.4%	-5.3%	1.1	6.7%	-0.8	91	i	0.5	i	23.7	9.0%
COc1ccc(C2C(C(C)=O)=C(O)C(=O)N2CCCn2ccnc2)cc1 (centres undefined)	12.4%	0.8%	7.0%	0.9	3.9%	-0.9	52	i	1.3	i	25.2	0.7%
O=C(Cc1cccs1)Nc1nc(-c2ccc(F)cc2F)cs1	2.3%	4.6%	28.8%	1.1	5.5%	6.4	56	i	3.2	i	18.3	2.6%
O=C(c1nn(Cc2ccccc2)c(=O)c2ccccc12)N1CCN(c2ccccn2)CC1	8.1%	-0.5%	-7.0%	1.1	-0.3%	0.7	86	i	0.6	i	54.5	4.1%
COc1ccc(C(=O)Nc2nc(C)c(C(C)=O)s2)cc1S(=O)(=O)N1CCOCC1	nt	0.7%[50 µM]	nt	nt	-1.6%	-1.6	63	i	0.1	i	49.6	0.8%
CC1CCc2[nH]c3ccc(C(=O)NCC4CCCO4)cc3c2C1 (centres undefined)	nt	0.9%[50 µM]	nt	nt	-3.3%	1.0	64	i	1.4	nt	nt	nt
Cc1ccc(NC(=O)CSc2nnc(-c3ccco3)n2N)cc1F	4.8%	0.5%	-0.6%	nt	-0.8%	-0.5	58	+	2.6*	i	27.2	1.8%
CC1CCCC(NC(=O)COC(=O)Cc2cn3ccsc3n2)C1C (centres undefined)	16.3%	-0.6%	-1.1%	1.1	6.0%	0.1	61	i	0.3	nt	nt	nt
Cc1ccc2[nH]c3c(=O)n(CC(=O)NCCCN(C)Cc4ccccc4)ncc3c2c1	1.3%	0.2%	-2.0%	nt	13.2%	-0.8	58	i	3.7	i	12.0	-0.6%
CN1CCCN(C(=O)Cc2c(Cl)cccc2Cl)c2nc3ccccc3nc21	13.5%	0.3%	-4.2%	1	5.2%	0.1	100	+	1.1*	i	16.6	7.8%
Cc1cc(C)n(CC(=O)N/N=C/c2ccc3c(c2)OCO3)n1	8.3%	-0.1%	3.5%	1.1	6.7%	-1.7	89	i	0.2	i	47.7	0.2%
Cc1ccc(-c2[nH]c3ccccc3c2SCCNC(=O)c2ccc(S(=O)(=O)N3CCOCC3)cc2)cc1	1.8%	-0.1%	10.8%	1	4.5%	-1.8	68	i	0.8	i	18.8	1.4%
CC1CCc2c(sc3nc(CSc4nnnn4C)[nH]c(=O)c23)C1 (centres undefined)	4.0%	0.3%	-2.4%	nt	3.6%	2.4	53	i	0.4	i	5.3	?
COc1ccccc1-n1c(N)c(C(=O)NCC2CCCO2)c2nc3ccccc3nc21 (centres undefined)	10.3%	1.1%	2.7%	1	11.4%	0.7	86	i	0.5	i	35.4	7.1%
COc1ccccc1C(=O)NC(=O)COC(=O)c1nc2nc(C)cc(C)n2n1	5.2%	0.8%[50 µM]	3.4%	nt	6.8%	0.3	58	i	0.5	i	18.0	-0.9%
COCCn1nc2cc(C(=O)NCc3cc(C(F)(F)F)cc(C(F)(F)F)c3)ccc2c1OC	4.4%	1.2%	0.1%	1	5.5%	6.0	49	i	1.1	i	9.2	1.6%
Cc1cccc(N2C(=O)C3CCC(c4ccccc4)CC3C2=O)c1 (centres undefined)	4.1%	0.6%[50 µM]	-2.4%	1	6.3%	1.2	63	i	0.6	i	46.1	1.5%
N#Cc1cc([N+](=O)[O-])ccc1NCCCn1ccnc1	3.9%	0.0%	8.1%	nt	-2.4%	0.7	56	?	nt	i	46.7	1.1%
CCN(CC)c1ccc(/C=C(\C#N)C(=O)NCc2ccccc2)cc1	12.1%	2.5%[50 µM]	-45.0%	1	-1.3%	4.2	57	i	1.0	i	7.5	13.5%
CCCCNC(=S)NNC(=O)c1c(Cl)c(C)nn1C	13.2%	?	-12.9%	2.4	6.2%	-0.4	45	i	1.3	i	22.5	0.6%
Cc1cc(OCC(=O)N(C)Cc2ccccc2)ccc1Cl	9.2%	0.2%	-2.7%	nt	7.9%	-1.1	44	i	0.7	i	58.7	4.1%
COCCNC(=O)c1cc(-c2ccccc2OC)on1	14.1%	2.2%	-0.6%	1.1	4.0%	-1.9	52	i	2.5	i	24.3	3.8%
CC(C)(O)CC[C@H](OC(=O)c1ccccc1)[C@](C)(O)[C@H]1CC[C@@]2(O)C3=CC(=O)[C@@H]4C[C@@H](O)[C@H](O)C[C@]4(C)C3CC[C@]12C (some centres undefined)	0.7%	-1.0%[50 µM]	-0.6%	nt	18.9%	1.4	91	i	0.5	i	13.2	1.5%
Cc1ccc2oc(-c3ccccc3C(=O)O)cc(=O)c2c1	7.1%	0.3%	-5.0%	1.1	10.4%	-0.3	52	i	0.6	i	0.4	1.3%
O=C(CSc1nc(-c2ccc(Cl)cc2)cs1)Nc1cccc([N+](=O)[O-])c1	4.5%	-0.1%	-10.4%	1.1	6.7%	2.3	85	i	0.1	i	62.5	?
CCC(=O)Nc1ccc(S(=O)(=O)Nc2cc(C)on2)cc1	0.7%	10.7%	-6.2%	1.1	9.7%	0.1	65	i	6.7	i	24.0	0.1%
COc1ccc(C2/C(=C(/O)c3ccc(F)cc3)C(=O)C(=O)N2c2ccccn2)cc1OC (centres undefined)	1.9%	14.0%	0.6%	nt	1.2%	2.2	74	i	0.3	i	44.6	-0.5%
O=C(COC(=O)c1cc(Br)ccc1O)c1ccc(F)cc1	nt	0.3%	nt	nt	1.2%	1.6	46	i	0.9	i	36.3	nt
CC(=O)OCCNC(=O)Cn1cnc2c1c(=O)n(C)c(=O)n2C	3.6%	3.8%	1.0%	1.1	-1.7%	0.0	47	i	0.8	i	27.8	0.8%
O=C(N/N=C/c1ccsc1)c1ccccn1	-10.8%	0.1%	5.0%	1.1	3.4%	-1.2	36	i	0.2	i	42.3	-0.5%
O=C(Nc1nnc(C2CCCC2)s1)C1CCN(S(=O)(=O)c2ccc(Cl)cc2)CC1	1.8%	4.4%	-7.5%	1.1	-0.2%	5.8	45	i	6.1	i	37.2	0.8%
COC(=O)CSc1nnc(CCc2ccccc2)n1C	-2.0%	-2.3%	0.9%	nt	-1.0%	0.0	44	i	0.9	i	44.0	1.2%
CCCCCCCCCNC(=O)[C@H](NC(=O)COc1ccccc1)[C@@H]1NC(C(=O)OC)C(C)(C)S1 (some centres undefined)	3.8%	0.1%	nt	nt	6.5%	1.8	57	i	0.3	nt	nt	-2.1%
CCOc1ccccc1C(=O)NCC(=O)OCC(=O)N1C(C)CCCC1C (centres undefined)	5.0%	-0.2%	-2.2%	1	3.3%	-0.2	56	i	0.4	i	32.3	1.3%
CC12CCCCC1(O)[N+](=O)C1=C(CCCC1)N2[O-] (centres undefined)	14.1%	0.3%[50 µM]	-5.4%	0.9	9.0%	0.4	51	i	0.6	i	19.8	1.6%
CC(C)NC(=O)CSc1nnc2sc3ccccc3n12	-1.6%	0.2%	0.9%	1.1	11.3%	2.5	62	i	4.4	i	53.7	1.7%
CC1CN(C(=O)Nc2ccc(F)cc2)C2(CCCCCC2)O1 (centres undefined)	12.0%	-0.3%	7.1%	1	4.2%	-1.7	104	i	0.1	i	56.4	0.7%
COc1ccc(C2C(C(=O)NCCN3CCOCC3)c3ccccc3C(=O)N2C2CCCCC2)cc1 (centres undefined)	0.0%	nt	10.7%	1.1	nt	3.2	53	nt	nt	i	32.8	1.7%
Cc1cc(NC(=O)COC(=O)c2cc(S(=O)(=O)N3CCOCC3)ccc2N2CCCCC2)no1	9.2%	0.8%	-2.6%	1.1	7.6%	-0.7	51	i	0.8	i	27.7	-0.4%
Cc1ccc(-c2cc(C(=O)NCc3cccnc3)no2)cc1	-4.9%	1.8%	18.1%	1	11.7%	-0.4	52	i	1.3	i	10.7	0.4%
COCCN(CC1CCCN(C2Cc3ccccc3C2)C1)C(=O)CCC(F)(F)F (centres undefined)	14.4%	-0.5%	4.6%	nt	2.8%	0.7	53	i	0.8	i	54.2	0.3%

Screening data: PubChem, several laboratories
